Screening results from PubChem.
Growth percent in the NCI-60 one-dose screen (48 h, 10 µM unless noted): 100 = growth as untreated, 0 = no growth, -100 = all killed.
OVCAR-3: OVCAR-3 ovarian cancer; hit rate 7% among 79,000; AID 1794787
DU-145: DU-145 prostate cancer. AID 1794760. hit rate 4.2% among 81,000
PC-3: PC-3 prostate cancer cells | hit rate 3.9% among 80,000
OVCAR-4: OVCAR-4 ovarian cancer cells. hit rate 3.7% among 80,000. AID 1794784
OVCAR-5: OVCAR-5 ovarian cancer; hit rate 2.9% among 82,000
SK-OV-3: SK-OV-3 ovarian cancer cells. hit rate 3.2% among 80,000
OVCAR-8: OVCAR-8 ovarian cancer; hit rate 4.4% among 81,000
IGROV1: IGROV1 ovarian cancer; hit rate 4.7% among 79,000
* = called active by the depositor; . = not tested or not shown; & = joins results of further samples. Rule for the calls: active = growth percent below 10; inactive = the rest.

SMILES | OVCAR-3 | DU-145 | PC-3 | OVCAR-4 | OVCAR-5 | SK-OV-3 | OVCAR-8 | IGROV1
C=CCn1c(SC/C(=N\O)c2ccccc2)nnc1-c1cc(-c2ccc(Cl)cc2)nc2ccccc12 | 46 | 49 | 29 | 45 | 81 | 109 | 45 | 61
CC(C)C(=O)/C=C/c1ccccc1 | 112 | 106 | 92 | 94 | 105 | 105 | 99 | 108
CCc1ccc(SC2c3cc(OC)ccc3Oc3nc(N)c(C#N)c(N)c32)cc1 (stereo unspecified) | -48* | 3.3* | 3.3* | -13* | -4.3* | -23* | 0.1* | -70*
Cc1sc2c(c1C)c(=O)nc1c(-c3nc(-c4ccccc4Cl)no3)n[nH]n12 | 124 | 109 | 96 | 111 | 107 | 118 | 109 | 115
Cc1ccc2nc(NC(=O)CSc3nc4c(c(=O)n3-c3ccccc3)SCC4)sc2c1 | 118 | 123 | 99 | 114 | 92 | 120 | 107 | 100
COc1ccc([C@@H]2CCC[C@H](/C=C/P(=O)(OC)OC)O2)cc1 | 103 | 112 | 93 | 115 | 91 | 116 | 97 | .
COC(=O)[C@H](CC(C)C)NC(=O)C1(C)CCC[C@]2(C)[C@H]3C[C@H]4C(C(C)C)=C[C@]3(CC[C@@H]12)[C@@H]1C(=O)OC(=O)[C@@H]14 (stereo partly specified) | 101 | 104 | 93 | 101 | 93 | . | 96 | 95
CCNc1nc2ccccc2c2c(=O)c3cc(F)cc(Cl)c3sc12 | 117 | 108 | 97 | 90 | 97 | 99 | 103 | 93
Cc1ccc(N(C(=O)C2CC2c2ccc(F)c(F)c2)C(C(=O)NCCN2CCOCC2)c2ccc([N+](=O)[O-])cc2)cc1 (stereo unspecified) | 106 | 102 | 85 | 99 | 93 | 89 | 96 | 101
Nc1nnc(SCC(=O)Nc2ccc3oc(=O)ccc3c2)s1 | 98 | 99 | 92 | 113 | 114 | 95 | 109 | 92
CN(C)c1ccc(C2SCC(=O)N2NC(=O)c2ccc(NC(=O)c3ccccn3)cc2)cc1 (stereo unspecified) | 102 | 99 | 89 | 105 | 98 | 126 | 103 | 79
Cc1c(/C=C(\C#N)c2ccc([N+](=O)[O-])cc2)c(=O)n(-c2ccccc2)n1C | 102&102 | 105&107 | 93&100 | 103&111 | 95&101 | 102&98 | 99&94 | 103&113
COC(=O)CNC(=O)[C@H](C)NC(=O)[C@@H]1CCCN1C(=O)CNC(=O)[C@H](C)NC(=O)OCc1ccccc1 | 110 | 102 | 104 | 91 | 115 | 95 | 100 | 106
COC(=O)[C@]1(C)N[C@H](c2cn(-c3ccccc3)nc2-c2ccccc2)[C@@H]2C(=O)N(c3ccccc3)C(=O)[C@@H]21 | 88 | 113 | 102 | 98 | 96 | 90 | . | 102
CNC(=O)c1nn(C)c(=O)[nH]c1=O | 114 | 118 | 97 | . | 117 | 98 | 110 | 125
CCN(Cc1ccccc1)c1nc(N)nc2[nH]ncc12 | 108 | 105 | 98 | 95 | 99 | 116 | 113 | 110
COc1ccc(-c2nn(-c3ccc(NC(=O)Nc4ccc(Cl)c(Cl)c4)cc3)cc2-c2ccncc2)cc1Cl | 7.3* | 29 | 11 | 49 | 23 | 35 | 12 | 37
CCOC(=O)c1c2c(c(C)n1C)-c1nn(Cc3ccc(OC)cc3)cc1CC2 | 108 | 106 | 66 | 71 | . | 109 | 100 | 111
CCCCCCNC(=O)Oc1ccc(/C(=C(/C)Cc2ccc(OC)cc2)c2ccc(OCCCN(C)C)cc2)cc1 | 56 | 49 | 24 | 61 | 85 | 88 | 13 | 42
COc1cc2cc(/C=C/C(=O)c3ccc(Nc4nccc(-c5ccc(Cl)cc5)n4)cc3)c(=O)[nH]c2cc1OC | 99 | 90 | 93 | 114 | 107 | 107 | . | 93
Nc1c(I)cc([N+](=O)[O-])cc1I | 99 | 97 | 99 | 97 | 102 | 101 | 104 | 109
CC(=O)O[C@]1(C)C[C@H](O)[C@]2(O)C=CO[C@H](O[C@@H]3O[C@H](CO)[C@@H](O)[C@H](O)[C@H]3O)[C@@H]21 | 108 | 102 | 103 | 100 | 103 | 102 | 110 | 100
C(/C=C/c1ccccc1)=Nc1ccc(CCc2ccc(N=C/C=C/c3ccccc3)cc2)cc1 | 132 | 26 | 72 | 101 | 94 | 99 | 83 | 86
Brc1ccc(CN(Cc2ccccc2)C2CCCCC2)cc1 | 106 | 104 | 100 | 102 | 115 | 104 | 104 | 110
O=C(O)CC1(CC(=O)O)CCCCC1 | 117 | 118 | 98 | 107 | 124 | 108 | 102 | .

New compounds follow:
SMILES | OVCAR-3 | DU-145 | PC-3 | OVCAR-4 | OVCAR-5 | SK-OV-3 | OVCAR-8 | IGROV1
C#Cc1nc(/C=C/C=C/C(=O)NO)cs1 | . | 84 | 64 | 80 | 88 | 94 | 63 | 74
CC1=C(C(=O)/C=C/c2ccc([N+](=O)[O-])cc2)C(c2ccccc2)NC(=S)N1 (stereo unspecified) | 108 | 112 | 97 | 101 | 102 | 111 | 106 | 98
Cc1ccc(-c2c3sc4ccccc4nc-3c3cc(C)c(C)cc3c2=O)cc1C | 106 | 109 | 94 | 97 | 97 | 100 | 104 | 102
COc1ccc(Br)c(C=O)c1O | 101 | 109 | 96 | 98 | 114 | 107 | 105 | 94
CC(=O)Oc1c(Br)c(Br)c(Br)c(Br)c1Br | 105 | 110 | 70 | 99 | 94 | 88 | 91 | 113
CN(CC#N)C(=O)C(=O)c1c[nH]c2ccccc12 | 104 | 113 | 88 | 103 | 99 | 101 | 98 | 121
COc1ncnc2c(CN3CCN(c4ccccc4)CC3)c[nH]c12 | 101 | 103 | 98 | 111 | 106 | 100 | 100 | 101
Oc1ccc2ncccc2c1 | 101 | 88 | 77 | 96 | 114 | 93 | 89 | 121
COC1=C[C@@]23CCCN2CCc2cc4c(cc2[C@H]3[C@H]1OC(=O)[C@H](C)O)OCO4 | 101 | 108 | 87 | 96 | 107 | 115 | 101 | 110
CC(=Nc1ccc2c(c1)C(=O)c1ccc(N=C(C)N(C)C)cc1C2=O)N(C)C | 120 | 121 | 100 | 92 | 104 | 105 | 125 | 100
CN(C)c1ccc(C(=O)Nc2nccs2)cc1 | 98 | 104 | 92 | 93 | 96 | 101 | 108 | 94
CC1(C)CC(=O)c2c(Nc3ccccc3)n[nH]c2C1 | 99 | 98 | 104 | 107 | 98 | 123 | 104 | 139
O=C(CC(=O)Nc1ccc(Oc2ncnc3scc(Nc4n[nH]c(=S)s4)c23)cc1)Nc1ccc(Br)cc1 | 105 | 107 | 100 | 106 | 106 | 98 | 102 | 106
COC(=O)C1(CC(=O)C=C(C)C)NC(=S)NC(=O)C1C#N (stereo unspecified) | 116 | 120 | 102 | 107 | 104 | 178 | 114 | 112
Cc1ccc([N+](=O)[O-])c(O)c1 | 112 | 119 | 118 | 107 | 101 | 102 | 105 | 112
CCCCn1c(=O)c(/C=C/C(=O)/C=C(/C=C/c2cc3cc(Cl)ccc3n(CCCC)c2=O)OB(F)F)cc2cc(Cl)ccc21 | 107 | 112 | 96 | 115 | 101 | 89 | 103 | 107
COc1ccc(CN2C(=O)CSC2c2ccccc2Cl)cc1OC (stereo unspecified) | 110 | 112 | 84 | 72 | 92 | 100 | 95 | 89
Nc1c(C(=O)Nc2ccccc2F)sc2nc3c(cc12)C(=O)CCC3 | 17 | 8.4* | 23 | . | 71 | 14 | 59 | .
C[C@@H]1OC(=O)c2c(O)cccc2[C@@H]1O | 113 | 112 | 113 | 109 | 99 | 119 | 100 | 103
NS(=O)(=O)c1ccc(C(=O)NN2C(=O)c3cccc4cccc(c34)C2=O)cc1 | 109 | 105 | 101 | 105 | 107 | 112 | 101 | 104
CCc1cnc(=S)n(-c2ccccc2)c1 | 99 | 104 | 99 | 135 | 97 | 105 | 113 | 105
O=C(N/N=C/c1ccc(Cl)cc1)c1cccnc1 | 116 | 113 | 102 | 99 | 101 | 118 | 104 | 93
C=CCN1C(=O)/C(=C\C(=O)OCC)S/C1=N/NC(=O)COc1cc(=O)n(C)c2ccccc12 | 103 | 106 | 96 | 114 | 101 | 105 | 99 | 98
COC(=O)c1cc(=O)n(Cc2ccco2)c(=Nc2ccccc2)s1 | 98 | 84 | 86 | 77 | 99 | 118 | 89 | 107
CCOC(=O)C(=O)N(CCC(=O)O)c1ccccc1 | 108 | 106 | 97 | 117 | 107 | 109 | 102 | 114

Full records from above:
Shown for Cc1sc2c(c1C)c(=O)nc1c(-c3nc(-c4ccccc4Cl)no3)n[nH]n12 = OVCAR-3 = 124; DU-145 = 109; PC-3 = 96; OVCAR-4 = 111; OVCAR-5 = 107; SK-OV-3 = 118; OVCAR-8 = 109; IGROV1 = 115
Shown for O=C(O)CC1(CC(=O)O)CCCCC1 = OVCAR-3 = 117; DU-145 = 118; PC-3 = 98; OVCAR-4 = 107; OVCAR-5 = 124; SK-OV-3 = 108; OVCAR-8 = 102; IGROV1 = .
Shown for Oc1ccc2ncccc2c1 = OVCAR-3 = 101; DU-145 = 88; PC-3 = 77; OVCAR-4 = 96; OVCAR-5 = 114; SK-OV-3 = 93; OVCAR-8 = 89; IGROV1 = 121

Random excerpt: 4 compounds from above, in no set order.
SMILES | OVCAR-3 | DU-145 | PC-3 | OVCAR-4 | OVCAR-5 | SK-OV-3 | OVCAR-8 | IGROV1
COC1=C[C@@]23CCCN2CCc2cc4c(cc2[C@H]3[C@H]1OC(=O)[C@H](C)O)OCO4 | 101 | 108 | 87 | 96 | 107 | 115 | 101 | 110
CC1(C)CC(=O)c2c(Nc3ccccc3)n[nH]c2C1 | 99 | 98 | 104 | 107 | 98 | 123 | 104 | 139
Oc1ccc2ncccc2c1 | 101 | 88 | 77 | 96 | 114 | 93 | 89 | 121
CC(=O)Oc1c(Br)c(Br)c(Br)c(Br)c1Br | 105 | 110 | 70 | 99 | 94 | 88 | 91 | 113

Continuation:
SMILES | OVCAR-3 | DU-145 | PC-3 | OVCAR-4 | OVCAR-5 | SK-OV-3 | OVCAR-8 | IGROV1
N#C/C(=C\c1cc2ccccc2nc1Cl)C(=O)c1c[nH]c2ccccc12 | 79 | 92 | 81 | 81 | 97 | 76 | 79 | 72
CCCCn1cc(/C=C/C(=O)c2cc3ccccc3oc2=O)c2ccccc21 | 103 | 102 | 78 | 79 | 116 | 118 | 81 | 55
CCS(=O)(=O)Oc1ccc(NC(=O)C23CC4CC(CC(C4)C2)C3)cc1 | 97 | 100 | 83 | 106 | 104 | 100 | 101 | 102
CC(C)N(CCOC(=O)c1ccc([N+](=O)[O-])cc1)CCOC(=O)c1ccc([N+](=O)[O-])cc1 | 105 | 110 | 94 | 108 | 109 | 96 | 106 | 102
O=C(CN1CCN(Cc2ccc(Br)cc2)CC1)Nc1nc(-c2cc3ccccc3oc2=O)cs1 | 77 | 88 | 82 | 46 | 104 | 104 | 83 | 84
CCOC(=O)CC1CSC(N/N=C/c2ccc(O)cc2)=N1 (stereo unspecified) | 110 | 106 | 90 | 108 | 100 | 89 | 103 | 97
CCOc1cc2c(c(O)c1OCC)C(=O)N[C@@H]1[C@@H](O)[C@@H](O)[C@H](O)C[C@@H]21 | 104 | 105 | 100 | 103 | 104 | 99 | 97 | 109
CCCCCCCCSc1nnc(-c2c(C)nc3ccc(Br)cn23)o1 | 107 | 106 | 92 | 95 | 108 | . | 93 | 89
CN(C)COC(=S)SC(=O)Oc1ccc(Cl)cc1 | 105 | 109 | 84 | 108 | 104 | 95 | 96 | 102
Clc1ccc(C2=Nn3c(N/N=C/c4ccsc4)nnc3SC2)cc1 | 108 | 107 | 90 | 100 | 97 | 101 | 96 | 89
O=C1c2c(sc3c2CCCC3)N2C(=NN3C2=C2CC(c4ccccc4)=NN2C3NCc2ccccc2)N1Cc1ccccc1 (stereo unspecified) | 90 | 117 | 75 | 90 | 119 | 118 | 83 | .
Nc1ccccc1NC(=O)c1ccc(CCCC(=O)Nc2ccc(C3CC3N)cc2)cc1 (stereo unspecified) | 25 | 39 | . | 50 | 33 | 32 | 17 | 44
Clc1cccc(Cc2cn3cc(-c4ccc(Br)cc4)nc3s2)c1Cl | 110&120 | 93&104 | 98&89 | 76&77 | 92&95 | 122&95 | 93&88 | 89&106
Cn1c(=O)c2[nH]c(CCC(=O)O)nc2n(C)c1=O | 106 | 108 | 95 | 111 | 106 | 102 | 108 | 102
COc1ccccc1N1C(=O)/C(=C/C2=Cc3ccccc3OC2)SC1=S | 101 | 100 | 77 | 83 | 99 | 95 | 102 | 97
CCOC(=O)c1sc(NCC(=O)Nc2cccc([N+](=O)[O-])c2)c(C(=O)OCC)c1C | -4.1* | -6.7* | -9.8* | -26* | -14* | . | 1.8* | -41*
COc1ccc(CCNC(=O)C2CCN(c3nc(C(F)(F)F)ccc3C#N)CC2)cc1OC | 106 | 105 | 83 | 90 | 98 | 99 | 91 | 112
O=C1c2ccccc2C(=O)N1CCO | 105&121 | 101&107 | 104&100 | 102&112 | 104&106 | 103&115 | 104&102 | 109&106
Cc1ccc(C)c2c1CC/C(=C\c1ccccc1[N+](=O)[O-])C2=O | 102 | 103 | 63 | 86 | 86 | 101 | 96 | 89
CC(C)Cn1cnc2c(SCCc3ccccc3)nc(N)nc21 | 109 | 106 | . | 107 | 104 | . | 100 | 93
COc1cc(C2CC(c3ccccc3)=Nc3c(N)nc(N)nc3N2)ccc1Oc1nc(NCCO)nc(N2CCOCC2)n1 (stereo unspecified) | 109 | 115 | 101 | 105 | 107 | 115 | 102 | 93
CS(=O)(=O)Nc1cc(-c2ccc3ncc(C#N)c(NCc4ccccc4O)c3c2)cnc1Cl | 3.3* | 19 | 9.7* | 14 | 22 | -5.9* | 8.3* | -42*
